# NPY-Y1 PAM-ag: potentiators or agonists of human neuropeptide Y receptor Y1; P25929; AID 1304; activation, % at 3.6 µM; NPY-Y1 expressing cells, potentiator/agonist activation; actives 0.37% (n = 220,000); in the data active means activation above about 33%, passing the limit was not always enough;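 further: cells stimulated with NPY at EC10 then isoproterenol at EC100; 0% = low agonist plus stimulus and 100% = saturating agonist plus stimulus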
# Target sequence (P25929 whole entry, looked up): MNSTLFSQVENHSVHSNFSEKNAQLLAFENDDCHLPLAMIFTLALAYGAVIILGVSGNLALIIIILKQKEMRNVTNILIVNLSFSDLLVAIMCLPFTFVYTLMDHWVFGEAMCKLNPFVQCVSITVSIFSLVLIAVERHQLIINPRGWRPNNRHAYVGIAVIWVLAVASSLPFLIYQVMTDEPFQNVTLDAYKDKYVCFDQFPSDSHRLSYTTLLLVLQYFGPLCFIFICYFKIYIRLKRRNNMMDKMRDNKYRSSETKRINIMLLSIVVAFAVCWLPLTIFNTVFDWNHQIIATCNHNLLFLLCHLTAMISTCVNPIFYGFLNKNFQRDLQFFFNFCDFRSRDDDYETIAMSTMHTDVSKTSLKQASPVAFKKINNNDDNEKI
# Ba/F3 V617F tox: lowers viability of Ba/F3 cells expressing EpoR and JAK2V617F; ATP luminescence; inhibition, % at 5.6 µM; actives 1.1% (n = 220,000);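 active means inhibition above the campaign mean plus 3 SD over all tested compounds, cut at about 24% in these data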;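 further: cytokine-independent growth of Ba/F3 cells driven by EpoR plus mutant JAK2; 0% = DMSO-treated cells and 100% = JAK inhibitor I control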
# BaF3 parental: parental Ba/F3 viability inhibition as JAK2V617F counter-screen. CellTiter-Glo ATP luminescence. inhibition, % at 5.6 µM. actives 1.1% (n = 220,000);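 active means inhibition above a per-campaign cutoff, the mean inhibition of all tested compounds plus 3 SD, cut at about 27% in these data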;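 further: 0% = DMSO wells and 100% = JAK Inhibitor I control wells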
# NPY-Y2 PAM-ag: potentiates or activates human NPY-Y2 receptor. P49146. cells expressing NPY-Y2, potentiator/agonist read-out. activation, % at 3.6 µM. actives 0.45% (n = 220,000); in the data active means activation above about 27%;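 further: cells stimulated with NPY near EC25 plus isoproterenol at EC100; 0% = vehicle plus submaximal agonist and 100% = vehicle plus saturating agonist; some results beyond the cut were filed as inactive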
# S1P4 antagonist: antagonists of human S1P4 receptor; inhibition, % at 4.98 µM; actives 0.26% (n = 220,000); S1P4-expressing cells, antagonist mode, reporter read-out; O95977; in the data active means inhibition above about 29%;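 further: 0% = wells stimulated with agonist and 100% = vehicle wells without agonist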
# Target sequence (O95977 whole entry, looked up): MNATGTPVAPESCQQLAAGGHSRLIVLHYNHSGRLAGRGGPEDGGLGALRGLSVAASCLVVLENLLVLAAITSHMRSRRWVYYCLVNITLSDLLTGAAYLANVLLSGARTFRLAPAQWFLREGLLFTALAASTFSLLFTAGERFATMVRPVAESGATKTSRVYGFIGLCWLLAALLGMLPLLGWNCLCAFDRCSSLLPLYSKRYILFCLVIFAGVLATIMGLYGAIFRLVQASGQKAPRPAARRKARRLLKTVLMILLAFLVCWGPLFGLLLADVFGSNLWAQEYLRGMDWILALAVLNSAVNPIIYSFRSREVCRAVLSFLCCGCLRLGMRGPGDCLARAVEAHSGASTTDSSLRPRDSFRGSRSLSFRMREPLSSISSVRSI
# NPY-Y1 antag: blocks the human neuropeptide Y Y1 receptor | HEK293-CNG Y1 cells, membrane potential fluorescence; NPY at EC95, then isoproterenol | inhibition, % at 3.6 µM | AID 1040 | actives 1% (n = 200,000);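 active means inhibition above the campaign mean inhibition of all tested compounds plus 3 SD, cut at about 20% in these data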;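 further: 0% = DMSO wells given NPY plus isoproterenol and 100% = isoproterenol alone without NPY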
#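 Assay system: HEK293 cells with Y1 receptor plus CNG channel | Probe or stimulus: NPY (25 nM), isoproterenol (1 µM), Ro 20-1724 (25 µM) | Timing: Compound incubation 1 h at room temperature, readout 45 min post-stimulation | Measured by: Membrane-potential fluorescent dye readout | Benchmarks: High control isoproterenol alone, low control NPY with isoproterenol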
# S1P4 agonist: agonists of human S1P4 receptor | O95977 | S1P4-expressing cell line, agonist reporter assay | activation, % at 4.98 µM | actives 0.35% (n = 220,000); in the data active means activation above about 11%;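 further: 0% = DMSO vehicle and 100% = reference agonist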
# RBBP9 inhibitor: inhibitors of human serine hydrolase RBBP9; inhibition, % at 7.94 µM; AID 1515; recombinant RBBP9, FP-Rh probe fluorescence polarization; actives 0.2% (n = 220,000); O75884;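 active means inhibition above the campaign mean of all tested compounds plus 3 SD, cut at about 14% in these data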;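 further: plate controls were DMSO wells with RBBP9 for no effect and wells lacking RBBP9 protein for full effect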
# Target sequence (O75884 whole entry, looked up): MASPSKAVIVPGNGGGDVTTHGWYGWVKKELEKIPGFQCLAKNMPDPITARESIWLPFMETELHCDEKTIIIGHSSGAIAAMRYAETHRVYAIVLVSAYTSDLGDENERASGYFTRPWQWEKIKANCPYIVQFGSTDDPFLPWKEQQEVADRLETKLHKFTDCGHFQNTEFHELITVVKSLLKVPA
#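 Test system: recombinant human RBBP9. Quantity: 2.5 µM RBBP9 dispensing solution, before mixing. Detection: FP readout at 525/598 nm. Reagent: Serine-hydrolase probe FP-Rh, 375 nM pre-mixing. Measure: % inhibition. Control set: DMSO-treated enzyme wells and wells lacking RBBP9. Buffer or medium: Tris-NaCl-Pluronic buffer, pH 8.0. Times: preincubation 30 min plus labeling 45 min at 25 °C.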
# Runt-CBFb FRET: Runt domain-CBFb interaction inhibition | Q01196+Q13951 | Cerulean-Runt/Venus-CBFb FRET ratio 530/480, 1 h | inhibition, % at 20 µM | actives 0.46% (n = 220,000) | AID 1496;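 active means inhibition over about 50% at 20 µM in the single-dose screen, limit read from the data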;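 further: 0% = DMSO wells and 100% = excess unlabeled CBFb competitor control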
#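 System: Cerulean-labeled Runt domain protein | Quantity: 100 nM of each labeled protein | Schedule: 1 h compound exposure, room temperature | Detection: Fluorescence energy transfer, 422 nm excitation, 530/480 nm emission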
# The depositor's hits bear a star; . = not tested or not shown. Random draw from the library; any-hit rate near 3.6%.
# Results follow in this order: NPY-Y1 PAM-ag	Ba/F3 V617F tox	BaF3 parental	NPY-Y2 PAM-ag	S1P4 antagonist	NPY-Y1 antag	S1P4 agonist	RBBP9 inhibitor	Runt-CBFb FRET
> CCCCCCCn1c(=N)n(CC(=O)c2ccco2)c2ccccc21
    -21.7	5.2	6.2	-13.3	2.1	8.7	1.6	0.7	0.8
> COc1ccc(C2C(C(=O)N3CCN(c4ccccn4)CC3)CC(=O)N2c2ccc(OC)cc2)cc1 (centres undefined)
    6.5	7.3	8.8	4.5	6.7	-6.3	-1.6	-6.3	-1.6
> O=C1N/C(=N/O)S/C1=C/c1cccc([N+](=O)[O-])c1
    -6.6	8.4	10.1	-5.9	-4.2	-5.6	-1.1	-6.0	0.2
> CCC1CCCCN1CCCNC(=O)c1cc2c(Cl)nc3ccccc3c2s1 (centres undefined)
    -8.5	58.8*	13.1	-21.1	5.4	2.8	-1.9	-7.3	-1.2
> C=CCNc1nc(N)c(C(=O)c2ccc3c(c2)OCO3)s1
    -14.1	1.6	3.2	8.1	-9.5	-4.9	1.4	-3.3	1.5
> CC(C)(C)C(=O)COC(=O)c1cc(-c2ccncc2)nc2ccccc12
    2.4	1.2	6.8	-13.4	-21.2	-3.7	0.4	0.5	-5.2
> Cc1ccc(-c2cccc(CN3CCN(C4CCN(C(C)C)CC4)C(CCO)C3)c2)o1 (centres undefined)
    -18.7	3.8	3.9	-17.5	-12.5	7.5	-1.2	-8.7	-0.1
> O=C(Nc1ccccc1OC(F)F)c1ccccc1
    -30.1	-3.2	2.9	-14.1	-3.7	7.7	1.9	4.0	-0.6
> Nc1nc(Nc2ccccc2F)nc(NCc2ccco2)c1[N+](=O)[O-]
    18.4	-3.6	-2.2	-7.4	6.4	.	-0.6	-5.7	-2.6
> c1ccc(-n2ncc3c(NCCN4CCOCC4)ncnc32)cc1
    10.4	0.6	4.9	-6.3	-6.8	-0.5	1.4	-7.2	-3.5
> Cc1cc(C)c(C(=O)C2OC(=O)C(C)(C)C(=O)C2(C)C)c(C)c1 (centres undefined)
    -28.7	0.8	3.4	-5.4	13.7	4.9	-2.6	-6.0	0.6
> COc1ccccc1NCC(=O)N/N=C/c1sccc1C
    0.2	-0.6	3.9	2.1	-13.7	1.5	1.4	0.5	2.8
> COc1cccc(C(=O)N/N=C/c2ccc(Oc3ccc([N+](=O)[O-])cn3)c(OC)c2)c1
    5.9	-0.8	1.3	-2.8	-9.8	-3.0	1.4	0.4	-0.4
> CCCCC(=O)NN(C)c1nc(-c2ccccc2)nnc1C(F)(F)F
    -11.4	-1.8	0.9	-2.8	13.6	8.1	0.5	-7.1	-1.0
> O=C1C(=O)N(c2cccc(Cl)c2)C(c2ccccc2[N+](=O)[O-])/C1=C(\O)c1ccccc1 (centres undefined)
    2.6	1.3	4.7	6.7	8.6	2.5	0.9	0.0	0.5
> COc1ccc(C(=O)NNC(=O)CN2CCC(n3nnc4cc(C)ccc43)CC2)cc1
    5.5	0.5	5.3	14.9	4.6	-2.5	-4.2	-3.2	1.0
> COC(=O)c1cccc(NC(=O)CSc2nnc(COc3ccc(C#N)cc3)n2-c2ccccc2)c1
    6.4	0.1	5.4	-1.9	-9.2	3.9	-0.9	-2.6	-1.1
> O=c1oc2ccccc2n1CCCCCn1c(=O)oc2ccccc21
    6.6	-4.3	-1.6	7.5	1.3	2.8	-1.0	9.3	-4.0
> O=C(Nc1nc(-c2cc(Cl)sc2Cl)cs1)c1ccc(Br)s1
    -6.0	-1.1	5.5	-6.9	-16.3	6.6	1.8	-0.6	-0.6
> O=C(Nc1ccccc1)c1ccc(S(=O)(=O)N(CCO)CCO)cc1
    10.1	-2.4	5.7	-4.1	-5.4	-0.9	0.7	3.7	-0.1
> CCCC(=O)Nc1sc(C)c(C)c1C(=O)Nc1cccc(C)c1
    -10.2	-6.0	-0.9	-4.0	-21.7	5.0	-2.1	3.8	1.5
> O=C(NC1CCCC1)c1noc2c1CCCCC2
    -22.2	-2.6	-0.2	11.4	-5.8	7.2	-5.7	-7.7	1.4
> COc1ccc(CNC(=S)N/N=C/c2ccc(O)c(OC)c2)cc1
    -37.6	0.0	3.8	-8.3	2.4	14.3	0.6	-1.9	-0.8
> O=C(O)C1CCCCC1C(=O)NC1CCCCC1 (centres undefined)
    -6.5	1.0	4.1	1.9	-8.8	-3.1	-2.4	-5.9	0.8
> O=C1C(=O)N(CCOCCO)C(c2ccccn2)/C1=C(\O)c1ccccc1 (centres undefined)
    17.2	-0.9	-0.1	11.2	-1.9	-5.5	-0.6	2.1	-2.2
> Cc1c(N=Cc2nc3ccccc3[nH]2)c(=O)n(-c2ccccc2)n1C
    1.4	2.5	1.7	-4.2	-11.4	-7.1	0.7	-3.5	-1.5
> c1ccc(CSc2nnc(-c3cccs3)o2)cc1
    9.6	1.6	2.3	1.9	5.1	2.1	1.7	-1.0	-0.8
> CCCC(=O)NC(c1ccccc1Cl)c1c(O)ccc2ccccc12 (centres undefined)
    26.2	5.6	9.1	17.5	-27.4	-3.4	0.8	-11.7	1.9
> COc1cccc(/C=N/Nc2nc3ccccc3n3cnnc23)c1O
    5.2	-2.4	2.4	6.5	3.7	2.4	-0.3	-1.2	-1.3
> O=C(CN1C(=O)S/C(=C/c2ccc(N3CCOCC3)cc2)C1=O)N1CCOCC1
    -12.1	-0.7	-3.0	-2.9	6.1	1.3	0.5	-5.3	-45.0

# Part of the list above in order of SMILES length, ascending:
# Results follow in this order: NPY-Y1 PAM-ag	Ba/F3 V617F tox	BaF3 parental	NPY-Y2 PAM-ag	S1P4 antagonist	NPY-Y1 antag	S1P4 agonist	RBBP9 inhibitor	Runt-CBFb FRET
> O=c1oc2ccccc2n1CCCCCn1c(=O)oc2ccccc21
    6.6	-4.3	-1.6	7.5	1.3	2.8	-1.0	9.3	-4.0
> O=C(Nc1ccccc1)c1ccc(S(=O)(=O)N(CCO)CCO)cc1
    10.1	-2.4	5.7	-4.1	-5.4	-0.9	0.7	3.7	-0.1
> O=C(CN1C(=O)S/C(=C/c2ccc(N3CCOCC3)cc2)C1=O)N1CCOCC1
    -12.1	-0.7	-3.0	-2.9	6.1	1.3	0.5	-5.3	-45.0

# Further results follow:
# Results follow in this order: NPY-Y1 PAM-ag	Ba/F3 V617F tox	BaF3 parental	NPY-Y2 PAM-ag	S1P4 antagonist	NPY-Y1 antag	S1P4 agonist	RBBP9 inhibitor	Runt-CBFb FRET
> O=C(NC1(C(F)(F)F)C(=O)Nc2c1c(=O)[nH]c(=O)n2Cc1ccccc1)c1ccco1 (centres undefined)
    6.0	-1.8	-1.2	6.3	-6.5	-0.7	0.5	-8.3	.
> Cc1ccccc1OCC(=O)Nc1nnc(C2CCCCC2)s1
    -10.0	-3.6	-2.6	-4.3	-0.9	.	2.4	-9.9	-1.4
> C=CCCC(=O)Nc1ccc(COC(=O)N2CCOCC2)cc1
    0.1	-3.7	1.0	2.0	8.3	0.1	0.1	-14.7	1.2
> COc1ccc(-n2c(=O)c3ccccc3n(Cc3ccccc3F)c2=O)cc1OC
    14.0	1.8	6.9	-1.7	0.8	1.9	-1.6	-2.3	1.9
> O=C(NCc1ccco1)c1cccnc1Cl
    17.0	-3.6	2.3	-2.8	1.4	-2.4	0.8	1.4	-1.1
> COC(=O)COc1cc(Br)c(/C=C2/SC(=O)N(CC(=O)N3CCCC3)C2=O)cc1OC
    -19.0	-0.1	-0.4	-11.5	4.7	3.9	0.1	-8.4	-5.9
> COc1ccc2nc(COC(=O)c3cccs3)c(C(C)=O)[n+]([O-])c2c1
    4.0	-2.0	-4.0	9.4	-21.7	.	1.1	-3.4	-12.8
> COc1ccc(C2=C(C=C(C#N)C#N)C(c3ccccc3C)c3ccccc3O2)cc1OC (centres undefined)
    8.9	-1.1	5.7	-6.9	-2.8	4.0	0.0	-8.8	-2.0
> Cc1ccc(-n2nc3c(N4CCN(c5ccccc5)CC4)nnc(C)c3c2C)cc1
    -6.7	-3.0	2.9	0.7	-11.0	9.9	1.0	-0.3	.
> Cn1c(=O)c2c(nc(Br)n2CCSc2nnnn2-c2ccccc2)n(C)c1=O
    14.1	3.4	2.6	-0.6	-1.6	2.0	-0.2	-9.5	1.0
> Cn1nc(C(C)(C)C)c(NC(=O)c2ccc(F)cc2)c1C(C)(C)C
    -15.7	1.5	-0.5	4.9	17.9	.	1.0	-11.8	0.4
> O=c1c2ccccc2nc2ccc(N3CCOCC3)nn12
    4.8	5.0	1.0	4.5	-7.5	2.0	0.9	-3.1	1.0
> CCC(C)NC(=O)C1c2ccccc2C(=O)N1Cc1ccccc1OC (centres undefined)
    9.1	3.6	8.2	5.2	-15.0	9.4	1.2	-12.4	1.4
> O=C(CSc1oc(-c2cccs2)nc1S(=O)(=O)c1ccc(F)cc1)NCC1CCCO1 (centres undefined)
    -1.6	-1.0	3.8	11.4	-7.8	1.9	0.2	-2.7	1.5
> CC12CCC(C(=O)NCc3ccccc3Cl)(OC1=O)C2(C)C (centres undefined)
    5.4	0.4	6.5	-8.0	-5.5	2.4	-1.2	-5.1	-1.0
> CCc1nc(SCC(=O)O)c(C#N)cc1C
    6.8	-0.3	5.6	1.6	-1.0	2.1	1.4	-5.6	-0.9
> O=C(Cc1ccccc1)NCC(=O)Nc1cccc(Br)c1
    -1.4	1.1	6.8	5.7	-11.2	4.8	-1.4	-5.5	0.0
> C/C(=C\C(=O)Nc1cc(C)on1)c1ccccc1
    -6.6	-1.4	0.4	10.8	-25.4	-3.3	0.5	5.6	0.5
> CCOC(=O)c1c(CC(C)C)csc1/N=C/C1C(=O)CCCC1=O
    -4.0	-0.8	2.6	12.7	-6.5	2.2	0.6	-7.8	-12.8
> Cc1occc1C(=O)N1CCCc2ccccc21
    29.9	0.7	7.4	3.0	-17.6	2.0	-1.3	7.0	0.6
> COc1ccc(NC(=O)CCC(=O)N/N=C/c2ccncc2)cc1
    7.6	1.5	-4.0	-14.2	7.8	.	0.2	-2.6	6.2
> Cc1ccc(C(=O)NNC(=O)c2cccnc2SCc2cccc([N+](=O)[O-])c2)cc1
    1.3	-0.7	6.6	-7.8	-11.0	-0.3	0.3	-8.0	-3.2
> COc1cccc(-n2c(N)c(C#N)c3ccc([N+](=O)[O-])cc3c2=O)c1
    21.5	-1.1	5.2	-0.3	-9.7	-2.9	5.7	7.9	-14.0
> CCc1ccc(-c2nc(CSCC(=O)N3CCN(c4ccccn4)CC3)c(C)o2)cc1
    -7.8	2.3	3.5	-24.2	-8.2	-1.4	0.6	7.5	-3.1
> CCc1n[nH]c2c1/C(=N\O)CC(c1ccccc1)C2 (centres undefined)
    -1.3	-1.4	6.1	-8.6	-17.4	-3.4	1.1	-4.7	0.2
> C=CCn1c(SCC(=O)c2ccc(NS(=O)(=O)c3ccccc3)cc2)nnc1-c1cccs1
    17.5	-3.0	6.7	2.3	-12.7	-1.3	-0.7	-6.9	1.5

# Screening data: PubChem, several laboratories
